Screening results from PubChem.
Sm TGR block = qHTS Assay for the Inhibitors of Schistosoma Mansoni Peroxiredoxins. Schistosoma mansoni thioredoxin glutathione reductase (TGR), Q962Y6. purified TGR, DTNB reduction, TNB absorbance 405 nm. Potency, µM (highest dose often 114 µM), without a hit: at the highest dose activity change, negative = inhibition, most hits filed as inhibitors. hit rate 3% among 360,000. AID 485364, 2010; further: potency means the concentration at half of the fitted maximal effect; on the % scale 0 is the no-effect control and ±100 the full control effect; nearly all actives have a fitted effect of over 60% in size
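First, TGR (20 nM dispensed) and NADPH were mixed with compound. Second, a 15 min room-temperature incubation followed. Third, further NADPH and then DTNB were added to start the reaction. Finally, TNB absorbance was monitored kinetically.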
Pf growth 48h = Primary qHTS for delayed death inhibitors of the malarial parasite plastid, 48 hour incubation; hit rate 5.9% among 310,000; P. falciparum luciferase growth in erythrocytes, 48 h; AID 504832, 2011; Potency, µM (doses to about 28.7 µM), inactives show at the top dose activity change, negative = inhibition, most hits filed as inhibitors; further: potency means the concentration at half of the fitted maximal effect; on the % scale 0 is the no-effect control and ±100 the full control effect
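In quantitative HTS format, infected erythrocytes bearing luciferase-reporter parasites were treated for a single generation at 37 C. Luminescence after adding detection reagent served as the growth measure.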
Pf growth 96h = Primary qHTS for delayed death inhibitors of the malarial parasite plastid, 96 hour incubation. Potency, µM (top dose mostly 28.7 µM), for the others: at the top dose activity change, negative = inhibition, most hits filed as inhibitors. AID 504834, 2011. P. falciparum luciferase reporter growth, 96 h. hit rate 6.9% among 320,000; further: potency means the concentration at half of the fitted maximal effect; on the % scale 0 is the no-effect control and ±100 the full control effect
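Luminescence readout: decreased luciferase signal marks inhibited growth of reporter-expressing P. falciparum in infected red cells (2% hematocrit, 0.05% parasitemia final), exposed to compound two generations (96 h, 37 C, 5% CO2).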
Shiga toxin inh = A qHTS for Small Molecule Inhibitors of Shiga Toxin; Vero cells, Shiga toxin protein synthesis inhibition reporter; inhibition, % at 38.7 µM; hit rate 9.2% among 290,000; AID 2315, 2010; in the data active means inhibition mostly above about 28%, no sharp cut-off; inactive means mostly below about 43%; further: 0% is about no effect
Cycloheximide cs = Cycloheximide Counterscreen for Small Molecule Inhibitors of Shiga Toxin. cell reporter, cycloheximide protein synthesis inhibition counterscreen. hit rate 12% among 300,000. AID 2314, 2010. max response, %; in the data active means max response mostly above about 13%, no sharp cut-off; inactive means mostly below about 14%; further: read at 38.3 µM for the half of the compounds with a filed dose; 0% is about no effect
FBPA Giardia inh = qHTS Assay for Inhibitors of Fructose-1,6-bisphosphate Aldolase from Giardia Lamblia. A8B2U2. Potency, µM (highest dose often 59.6 µM), without a hit: at the top dose activity, negative = inhibition, actives largely listed as inhibitors. hit rate 0.71% among 290,000. purified Giardia FBPA; further: potency means the concentration at half of the fitted maximal effect; on the % scale 0 is the no-effect control and ±100 the full control effect; nearly all actives have a fitted effect of over 55% in size
Target sequence (A8B2U2 whole entry, looked up): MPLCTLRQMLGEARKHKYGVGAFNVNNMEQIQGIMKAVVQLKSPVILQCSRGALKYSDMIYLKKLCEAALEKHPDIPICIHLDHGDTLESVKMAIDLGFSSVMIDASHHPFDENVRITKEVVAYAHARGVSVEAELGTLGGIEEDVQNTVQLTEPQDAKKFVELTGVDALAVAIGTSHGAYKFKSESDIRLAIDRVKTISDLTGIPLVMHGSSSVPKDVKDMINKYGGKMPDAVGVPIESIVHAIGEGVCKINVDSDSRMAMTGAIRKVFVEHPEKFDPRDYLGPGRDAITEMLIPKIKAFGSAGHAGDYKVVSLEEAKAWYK
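Giardia FBPA (40 nM reagent) was preincubated 10 min at RT with compound (up to 57.5 uM final), then substrate plus GAPDH/TPI/NAD/arsenate coupling system with diaphorase/resazurin was added; resorufin fluorescence (525/598 nm) was read after 20 min.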
The depositor's hits bear a star; ? = inconclusive; nt = no result given; & = joins results of further samples; [ ] = dose if it differs, or a comment. Unless noted, the call rests on the fitted dose curve; in most records, active means well fitted curve in the direction sought with a large enough effect; inconclusive means small, poorly fitted or top-dose-only effect, or another doubt; inactive means no such curve, though single readings can be large; an effect the other way counts as inactive or inconclusive.

Sequence of screens: Sm TGR block, Pf growth 48h, Pf growth 96h, Shiga toxin inh, Cycloheximide cs, FBPA Giardia inh
> Cc1nonc1C1CCCN1C(=O)c1cc(COc2ccc(F)cc2F)on1 (stereo unspecified)
 : 7%, 49%[activator], ?, 103*, 41*, 1%
> CC(=O)Nc1cccc(NC(=O)C2CC(=O)N(CCc3ccc(F)cc3)C2)c1 (stereo unspecified)
 : 2%, -6%, 9%, -6, -5, -9%
> CCC/C=N/NC(=O)c1cc(Br)ccc1O
 : 4%, 12%, -16%, 26, 5, 2%
> O=C(NCCCN1CCCC1=O)C(=O)Nc1cccc(F)c1
 : 4%, 125%[activator], 245%[activator], nt, nt, nt
> COc1ccc(OC)c(C2CC(c3ccccc3)=NN2C(=S)Nc2ccccc2)c1 (stereo unspecified)
 : 24%, 2.3µM*, ?, 31, 8, 0%
> CCOC(=O)CSc1nc(N(C)C)nc(N(C)C#N)n1
 : 0%, -11%, 18%, -13, -1, 0%
> COc1ccc(-c2sc(Nc3ccccc3)n[n+]2-c2ccc(F)cc2)cc1Br
 : 7%, ?, 7.4µM*, -6, 1, -9%
> Cc1cnc(C(=O)OCC(=O)c2ccc(Br)s2)cn1
 : -9%, ?, 11%, nt, nt, nt
> N#Cc1nc(-c2ccco2)oc1N1CCN(c2ccccc2)CC1
 : 10%, -22%, 13%, -9, 0, 7%
> COc1ccc2[nH]c3c(c2c1)CCN1C(=O)N([C@@H](C)C(=O)NCCc2ccc(F)cc2)C(=O)[C@]31C
 : 20%, -29%, 8.3µM*, 20, 2, -5%
> CCOC(=O)c1cnn(-c2ccccc2)c1NC(=O)c1cccs1
 : 7%, 11%, 5%, -7, -4, 6%
> CN(C)c1ccc(-c2noc(C3CCN(S(=O)(=O)c4cccc(Cl)c4)CC3)n2)cc1
 : 9%, ?, 0.19µM*, -9, 3, -1%
> Cc1sc(NC(=O)CSc2nnc3scc(-c4ccccc4)n23)c(C#N)c1C
 : -3%, 15%, ?, -2, 9, 7%
> O=C(O)c1cc2c(cc1Cl)N1CCCCCC1=NS2(=O)=O
 : -1%, 16%, 44%[activator], -2, 0, 3%
> COc1cc(N=Nc2c(C)n(C)n(-c3ccccc3)c2=O)ccc1N
 : 4%, 7%, 449%[activator], -7, 9, -4%
> Cc1ccc(NC(=O)C(CC(=O)O)C2CCCO2)c(C)c1 (stereo unspecified)
 : -9%, 10%, 9%, -2, -2, 7%
> COc1ccc(-c2ncncc2-c2ccc(Cl)cc2)c(O)c1
 : 3%, 8.3µM*, 7.4µM*, -8, -2, 1%
> COc1nc(NCCN2CCOCC2)nc(Nc2ccc([N+](=O)[O-])cc2)n1
 : -5%, 18%, nt, 0, -1, -5%
> CC(=O)C1=C(O)C(=O)N(Cc2cccnc2)C1c1ccc(C(C)C)cc1 (stereo unspecified)
 : 6%, 7%, 44%[activator], -3, -2, -4%
> Cc1ccc(S(=O)(=O)c2nc(S(=O)(=O)c3ccccc3)sc2N2CCN(CCO)CC2)cc1
 : -31%, ?, -28%, 7, 17, 2%
> COc1cc(CNCc2cccnc2)ccc1OCc1ccccc1
 : -7%, 65%[activator], 67%[activator], 76*, 36*, -2%
> COc1cc(/C=C2\C(=O)N(C)C(=S)N2C)ccc1O
 : 0%, 3%, 32%[activator], 14, 13, -4%
> COc1ccc(-c2nc(CN3CCN(C(=O)c4ccco4)CC3)c(C)o2)cc1OC
 : 28µM*, ?, 18%, -7, 2, -9%
> Fc1ccccc1COc1ccc2ccccc2c1CNc1nn[nH]n1
 : -17%, -15%, -19%, 23, 8, 0%
> CN(C)c1ccc(C(=S)N2CCN(c3ccccc3)CC2)cc1
 : 0%, 53%[activator], -58%, 47, 25*, -1%
> COc1ccc(C2C(C(=O)N3CCN(c4ccccn4)CC3)CCC(=O)N2c2cc(OC)c(OC)c(OC)c2)cc1 (stereo unspecified)
 : 1%, ?, -12%, -7, -3, 1%
> CCOP(=O)(OCC)C(NC(=O)c1ccccc1)=C(Cl)Cl
 : -2%, 7%, -4%, -5, 1, 8%
> Cc1cccc(Nc2nnc(SCc3cn4ccsc4n3)s2)c1
 : 9%, 9.3µM*, 5.9µM*, 22, 20*, -1%
> CC(Cc1ccccc1)N1Cc2ccccc2C1 (stereo unspecified)
 : -3%, 52%[activator], -13%, -4, -1, -1%
> CN(C)S(=O)(=O)c1ccc(Cl)c(NC(=O)CN2CCN(Cc3ccc4c(c3)OCO4)CC2)c1
 : 9%, ?, 0%, -6, -3, -1%

2 entries from above, reformatted:
compound: Cc1ccc(NC(=O)C(CC(=O)O)C2CCCO2)c(C)c1 (stereo unspecified)
  Sm TGR block: -9%
  Pf growth 48h: 10%
  Pf growth 96h: 9%
  Shiga toxin inh: -2
  Cycloheximide cs: -2
  FBPA Giardia inh: 7%

compound: COc1ccc(-c2ncncc2-c2ccc(Cl)cc2)c(O)c1
  Sm TGR block: 3%
  Pf growth 48h: 8.3µM*
  Pf growth 96h: 7.4µM*
  Shiga toxin inh: -8
  Cycloheximide cs: -2
  FBPA Giardia inh: 1%

Following part.
Sequence of screens: Sm TGR block, Pf growth 48h, Pf growth 96h, Shiga toxin inh, Cycloheximide cs, FBPA Giardia inh
> CC(=O)NC(CCS(C)(=O)=O)C(=O)Nc1ccc(C)c(F)c1 (stereo unspecified)
 : -19%, 53%[activator], 35%[activator], -13, -3, 0%
> Cc1nc2c(C(=O)N3CCC4(CC3)OCCO4)cnn2c(C)c1Cc1cccc(Cl)c1
 : 7%, -11%, ?, 30, 20, -4%
> O=C(CN1CCN(c2ncc(C(F)(F)F)cc2Cl)CC1)NCCNc1ncc(C(F)(F)F)cc1Cl
 : -6%, ?, nt, -20, -6, -6%
> COc1ccc(Cl)cc1-c1nc(SCC(=O)N(C)CCC#N)n[nH]1
 : 7%, 1%, -19%, -9, -1, 4%
> COc1ccccc1/C=C(/CC(=O)NCc1ccc(F)cc1)c1nc2ccccc2s1
 : -14%, 14%, -18%, 2, 10, -4%
> O=C(Nc1ccc(Cl)c(Cl)c1)c1ccc2c(c1)OCO2
 : -1%, 250%[activator], -14%, 98*, 42*, -7%
> Cc1ccc(S(=O)(=O)N2CCC(C(=O)NNC(=O)C3CC3)CC2)cc1Cl
 : 5%, ?, ?, 29, -2, 5%
> CCN1C(=O)[C@@H]2[C@H](C1=O)[C@@H]1CC(C(=O)OC)=C[C@@H](C(=O)OC)C3C1=C(C(=O)C3(CC)CC)[C@@H]2C (stereo partly specified)
 : nt, nt, nt, -7, -1, 0%
> O=C(CSc1nc(-c2ccccc2)cs1)Nc1ccccc1[N+](=O)[O-]
 : 11%, 10%, -22%, 17, -1, -19%
> COC(=O)C1=C(CSc2nc3c(cc2C#N)CN(C)CC3)OC(N)=C(C#N)C1c1ccc(F)cc1 (stereo unspecified)
 : ?, 9.3µM*, ?, 14, 1, -28%
> COc1cccc(CN(CC2CCCO2)S(=O)(=O)c2ccc(S(=O)(=O)N(C)C)cc2)c1 (stereo unspecified)
 : 6%, -20%, nt, 19, -3, 2%
> Cc1cc(Cl)c(OCCn2ccnc2)c(Br)c1
 : 2%, -14%, ?, -8, -2, ?
> COCCn1c(Cc2ccccc2)nnc1SCC(=O)NC(C)(C)C
 : 21%, 3%, 50%[activator], -1, -3, 4%
> C#CCN1C(C)=C(C(=O)OC)C(c2cccc([N+](=O)[O-])c2)C(C(=O)OCC)=C1C (stereo unspecified)
 : 2%, 13µM*, ?, nt, nt, -3%
> CN(CCO)c1cc(N2CCC3(CC2)OCCO3)c2nonc2c1[N+](=O)[O-]
 : 28µM*, 4%, ?, -9, -2, -7%
> COc1ccc([N+](=O)[O-])cc1NC(=O)C(C)OC(=O)CC1CCCC1 (stereo unspecified)
 : 0%, ?, -43%, nt, nt, nt
> CCCCNC(=S)NCCN1CCN(C(=S)NCCCC)CC1
 : 9%, -15%, -15%, -9, 1, 4%
> CSc1ncccc1C(=O)OCC(=O)NC(N)=O
 : 1%, 6%, nt, -25, -1, 6%
> Cc1ccc([N+](=O)[O-])cc1N(CC(=O)NCC1CCCO1)S(C)(=O)=O (stereo unspecified)
 : 0%, 0%, 105%[activator][5.75 µM], -15, 4, 0%
> CC1=C(C#N)C(Nc2ccc(Cl)cn2)(C(F)(F)F)C(=O)N1 (stereo unspecified)
 : 18%, 2%, 67%[activator], 32, 5, 4%
> CCO[C@H]1OC(C(N)=O)=C[C@@H](c2ccccc2)[C@@H]1CCCO
 : 10%, ?, -5%, 8, 2, 9%
> CCOc1ccccc1CN1CCN(Cc2cccc3c2OCO3)CC1CCO (stereo unspecified)
 : -15%, -24%, -3%, -3, -2, 3%
> CC1=C(C(=O)Nc2cccc(C)n2)C(c2ccc3c(c2)OCO3)C2=C(CC(c3ccco3)CC2=O)N1 (stereo unspecified)
 : -24%, -28%, nt, -5, -3, -2%
> O=C(CSc1ncnc2c1oc1ccccc12)c1cccs1
 : 0%, 55%[activator], 114%[activator], 42*, 23*, 0%
> CCOC(=O)c1sc(=S)n(-c2ccc(C)cc2)c1N
 : -7%, ?, ?, 27, 7, ?
> O=C(COC(=O)Cc1ccccc1)NNC(=O)c1ccc([N+](=O)[O-])cc1
 : -18%, -14%, -16%, nt, nt, nt
> CCOCCn1c(CN2CCN(C(=O)c3ccco3)CC2)nc2c1c(=O)n(C)c(=O)n2C
 : -31%, -13%, -17%, 1, 1, -11%
> O=C(NCc1cccs1)C1CC(=O)N(C2CCCC2)C1 (stereo unspecified)
 : -15%, 0%, 2%, 16, -1, 5%
> COc1ccc(-n2nnnc2SCC(=O)Nc2ccccc2N2CCOCC2)cc1
 : nt, ?, 13%, 21, -1, 4%
> O=C(/C=C/c1ccccc1Cl)NCCCn1ccnc1
 : 37%[activator], -12%, 277%[activator], -3, -3, -5%
> O=C(O)CSc1nnc(-c2ccncc2)n1CCc1ccccc1
 : -17%, 3%, 53%[activator], -6, -6, 7%
> O=C1/C(=C/c2ccccc2F)SC(=S)N1CCC(=O)N1CCCCC1CCO (stereo unspecified)
 : -6%, ?, ?, 12, 31*, nt
> O=c1[nH]ncc(N/N=C\c2cccs2)c1Cl
 : 3%, -2%, nt, 14, 12, 4%
> Cc1ccc(C)c2[nH]c(=O)c(CN(Cc3nnnn3C3CCCCC3)CC3CCCO3)cc12 (stereo unspecified)
 : ?, -6%, ?, 24, -2, -28%
> Cc1ccc(CN2CCN(/N=C/c3cccnc3)CC2)cc1
 : -3%, 11%, -33%, -6, 0, 6%
> O=C(CN1CCN(Cc2ccccc2F)C1=O)NCCN1CCOCC1
 : 0%, nt, 89%[activator], -10, -2, -3%
> O=C(CCc1ccccc1)NN1C(=O)C2C3C=CC(O3)C2C1=O (stereo unspecified)
 : nt, 20%, -14%, -5, 10, -5%
> O=[N+]([O-])c1cc(S(=O)(=O)c2ccc(N3CCCCC3)c([N+](=O)[O-])c2)ccc1N1CCCCC1
 : 1%, 1%, -8%, -4, -4, -1%
> Cc1cc(C)c2c(=O)[nH]c(SCC(=O)Nc3ccc(N(C)C)cc3)nc2n1
 : -3%, 51%[activator], 13%, 17, 7, 13%
> CC(/C=C(\NC(=O)c1ccccc1)C(=O)N=Nc1c(O)[nH]c2ccc(C)cc12)=C\c1ccccc1
 : 17%, ?, nt, 4, 2, 9%
> Cn1c(=O)oc2cc(S(=O)(=O)Nc3ccccc3O)ccc21
 : 8%&-1%, -20%, 10%, 6, 4, 4%
